# Screening results (PubChem)
# Pemphigus Ab inh – inhibitors of pemphigus antibody binding to DSG3, primary screen, biochemical, bead-based, flow cytometry, scFv-GFP; Desmoglein-3 (Homo sapiens), P32926; DSG3-coupled beads, scFv-anti-DSG3-GFP binding; stronger effect = lower value; binding (percent of control), % at 10 µM; 310,000 compounds, 0.48% hits; AID 588358, 2011;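 active = binding more than 3 SD below its plate's average and above zero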; note: some compounds called inactive have numbers as strong as hits
# Target sequence (P32926 whole entry, looked up): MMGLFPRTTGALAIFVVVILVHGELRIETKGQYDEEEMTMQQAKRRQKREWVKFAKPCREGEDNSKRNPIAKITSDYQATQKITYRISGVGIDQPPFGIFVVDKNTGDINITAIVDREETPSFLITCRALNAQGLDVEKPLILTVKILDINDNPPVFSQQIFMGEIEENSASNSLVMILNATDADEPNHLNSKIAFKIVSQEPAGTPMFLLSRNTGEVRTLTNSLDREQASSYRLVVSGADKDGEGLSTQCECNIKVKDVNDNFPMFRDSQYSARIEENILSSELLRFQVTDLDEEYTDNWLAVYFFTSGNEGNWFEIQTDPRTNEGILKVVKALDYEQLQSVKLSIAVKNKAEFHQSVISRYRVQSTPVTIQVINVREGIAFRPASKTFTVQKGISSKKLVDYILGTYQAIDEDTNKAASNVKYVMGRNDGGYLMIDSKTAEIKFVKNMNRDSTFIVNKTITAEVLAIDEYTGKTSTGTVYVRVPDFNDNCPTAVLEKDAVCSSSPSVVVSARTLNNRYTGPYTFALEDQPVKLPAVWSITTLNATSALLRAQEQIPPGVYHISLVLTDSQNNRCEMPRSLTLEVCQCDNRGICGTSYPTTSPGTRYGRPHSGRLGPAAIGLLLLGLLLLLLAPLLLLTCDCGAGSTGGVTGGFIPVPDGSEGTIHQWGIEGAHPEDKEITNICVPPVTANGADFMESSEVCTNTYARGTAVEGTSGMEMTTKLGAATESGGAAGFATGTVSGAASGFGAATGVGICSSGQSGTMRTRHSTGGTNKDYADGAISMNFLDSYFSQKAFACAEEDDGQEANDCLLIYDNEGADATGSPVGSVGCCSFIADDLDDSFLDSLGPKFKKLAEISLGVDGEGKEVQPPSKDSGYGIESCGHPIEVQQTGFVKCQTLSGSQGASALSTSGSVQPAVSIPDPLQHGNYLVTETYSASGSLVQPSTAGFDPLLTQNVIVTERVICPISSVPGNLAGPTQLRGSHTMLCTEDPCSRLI
# Tat transport – E. coli Tat export inhibitors, primary screen, MC4100, TorA-mCherry reporter, fluorescence, single point. 340,000 compounds, 0.036% hits. inhibition, % at 10 µM;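 active = mean replicate inhibition at least 50% and at least half of replicates individually reaching 50%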;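 note: exported cargo escapes ClpAP degradation while cytoplasmic cargo is degraded and loses fluorescence; 0% = median of neutral control wells and 100% = median of NaSCN control wells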
# PfHsp90 yeast 2 – growth inhibition of PfHsp90-expressing yeast, primary screen, antimalarial PfHsp90 inhibitor project, S. cerevisiae, BacTiter-Glo luminescence, single point, set 2; BacTiter-Glo ATP, 48 h; yeast lacking PDR1 and PDR3 efflux regulators; inhibition, % at 9.4 µM; 310,000 compounds, 0.32% hits;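 active = every replicate shows inhibition above about 80%, whatever the replicate mean, limit read from the data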;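 note: 0% = DMSO neutral controls and 100% = 20 µM radicicol positive controls; yeast relying on Plasmodium falciparum Hsp90 in place of its own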
# PKA-R1A activ – activators of PKA-R1A holoenzyme, primary screen, biochemical, fluorescence polarization, Cy5-IP20, bovine R1A, mouse PKAc; cAMP-dependent protein kinase type I-alpha regulatory subunit (Bos taurus) + …; PKA-R1A dissociation; scaled: DMSO 0%, 113 µM cGMP 100%; activation, % at 11.4 µM; 340,000 compounds, 0.083% hits;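 active = percent activation above the mean of all tested compounds plus 3 SD, cut at about 19% in these data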;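 note: higher means more PKAc released from R1A so a rise in polarization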
# AddAB inh – growth inhibition of E. coli expressing H. pylori AddAB, primary screen, AddAB inhibitor project, absorbance; AID 435030, 2010; 330,000 compounds, 0.29% hits; inhibition, % at 11.9 µM; in the data active = inhibition above about 12%;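 note: 0% = vehicle wells of infected cells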
# OPRM1-OPRD1 ag – agonists of OPRM1-OPRD1 heterodimerization, primary screen, cell-based, luminescence | cells | activation, % at 9.3 µM | 340,000 compounds, 0.3% hits | AID 504326, 2011; in the data active = activation above about 18%;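 note: 0% = vehicle-treated cells and 100% = reference agonist; values of inactives mirror those of a sister screen read the other way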
# phage Ecoli inh – growth loss of phage-infected E. coli, primary screen, RecBCD inhibitor project, absorbance, with phage, HTS. inhibition, % at 11.9 µM. 360,000 compounds, 0.26% hits; in the data active = inhibition above about 11%
# Arrestin-AP2 inh – inhibitors of beta-arrestin/AP2 binding, primary screen, biochemical, GPCR trafficking, flow cytometry | inhibition, % at 10 µM | AID 504490, 2011 | 340,000 compounds, 0.31% hits | FITC-arrestin peptide / GST-AP2 beads; AP2 beta2 appendage carries R879A mutation | beta-arrestin 1 C-terminal peptide binding to AP2 beta2-adaptin appendage (human);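 active = inhibition above a set limit, near 3 SD of compounds lacking own fluorescence, cut at about 54% in these data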;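 note: plate controls were DMSO wells for no effect and 5 µM unlabelled arrestin peptide for full effect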
#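 test system = AP2 appendage R879A on GSH beads | buffer or medium = PBS plus Tween 20 (0.05%) and BSA (0.1%) | incubation = 12 min plus 1 h, RT | detection = bead flow cytometry, FITC channel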
# OPRM1-OPRD1 inv – inverse agonists of MOR-DOR heterodimerization, primary screen, cell-based, luminescence; cell-based MOR-DOR heterodimer luminescence, inverse agonism; AID 504357, 2011; 340,000 compounds, 0.21% hits; inhibition, % at 9.3 µM; in the data active = inhibition above about 22%, passing the limit was not always enough;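 note: 0% = cells with DMSO and 100% = wells without cells with DMSO; values of inactives mirror those of a sister screen read the other way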
# Mot1-301 SUMO – yeast Mot1-301 growth rescue at high temperature, primary screen, SUMOylation pathway inhibitor project, S. cerevisiae, ATP luminescence, 38.5C. 320,000 compounds, 1% hits. AID 2716, 2010. S. cerevisiae Mot1-301 growth rescue; percent above DMSO median, 100 means doubled. growth rescue, % at 18.8 µM;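 active = every valid replicate shows activation above 250% relative to neutral control wells; inactive = the rest, any valid replicate at or below 250%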;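 note: OY570 slx delta 5 strain wells were the positive control but not used for scaling; some compounds called inactive have numbers as strong as hits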
# E coli growth – E. coli V3065 growth inhibition, primary screen, counter-screen for AddAB inhibitor project, absorbance, OD600; 18 h; inhibition, % at 11.9 µM; 330,000 compounds, 0.27% hits; AID 449728, 2010;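 active = inhibition above the campaign's mean inhibition across all tested compounds plus 3 SD, cut at about 9.9% in these data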;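 note: uninfected addAB+ strain grown without phage in ampicillin broth; 0% = DMSO wells and 100% = ciprofloxacin 0.95 µg/ml wells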
# The depositor's hits bear a star; / = not tested or not shown; & = joins results of further samples. Not a hit list. Share with any hit: about 2.8%.
SMILES,Pemphigus Ab inh,Tat transport,PfHsp90 yeast 2,PKA-R1A activ,AddAB inh,OPRM1-OPRD1 ag,phage Ecoli inh,Arrestin-AP2 inh,OPRM1-OPRD1 inv,Mot1-301 SUMO,E coli growth
Cc1ccc(N(C(=O)c2snc(C(N)=O)c2N)C(C(=O)NCC2CCCO2)c2c[nH]c3ccccc23)cc1 (centres undefined),/,1.1,-12.3,1.5,-0.8,-0.6,1.7,-0.1,4.5,4.7,-1.3
Cc1ccc(SCC(=O)NC2CCCCCC2)cc1,/,5.9,6.2,-7.5,1.5,-1.9,1.7,39.4,10.7,18.2,-0.2
Cn1c(SCCCC(=O)c2ccc(F)cc2)nnc1-c1ccncc1,/,-5.5,11.2,-10.7,3.3,-0.7,-0.9,-3.0,3.9,6.9,-0.4
CCO[C@H]1OC(C(=O)N2CCN(Cc3ccc4c(c3)OCO4)CC2)=C[C@@H](C)[C@@H]1CCCO,101.8,5.9,-8.3,-4.8,1.3,0.1,0.7,27.3,-0.8,-1.6,-0.9
COc1ccccc1CNC(=O)C1CC(c2cccc([N+](=O)[O-])c2)=NO1 (centres undefined),107.9,-4.8,15.4,-6.6,1.7,-0.7,2.1,9.8,4.0,1.9,0.1
Cc1c(C(=O)N2CCN(C(c3ccccc3)c3ccccc3)CC2)oc2ccccc12,93.4,6.7,/,1.3,2.5,-0.3,0.9,9.7,1.3,-15.8,2.5
CCn1c(COc2ccccc2)nnc1SCC(=O)CC(=O)Nc1ccccc1OC,94.2,-3.3,/,-1.8,0.5,-1.2,3.4,-1.7,6.2,-3.5,-0.4
CN(c1ncc(C(F)(F)F)cc1Cl)N1C(=O)C2ONC3(C(=O)CC(C)(C)CC3=O)C2C1=O (centres undefined),107.6,2.3,-2.8,-11.0,1.4,1.2,3.2,-1.9,-6.5,-5.6,0.3
O=C(COC(=O)c1cncc(Br)c1)Nc1nnc(-c2ccccc2)o1,108.3,-9.3,11.5,1.4,-0.7,-2.4,-1.0,-0.6,12.4,0.2,-3.2
COc1cccc(CCc2nnc(CCC(=O)NC(C)c3c(C)nn(C)c3C)o2)c1 (centres undefined),103.2,-7.0,-10.1,1.9,5.0,-1.9,2.9,2.0,9.8,-9.5,0.3
C=CCNc1oc(-c2ccc(Cl)cc2)nc1C#N,104.7,-7.5,8.7,-13.0,11.1,1.9,2.5,-3.3,-9.1,/,3.4
CCn1cc(C(=O)N2CCN(C3CCCCC3)CC2)c2cc(OC)c(OC)cc2c1=O,92.9,-1.4,-24.3,-11.1,-0.6,-0.6,1.2,27.2,3.3,483.4,0.6
CC12c3ccccc3C(c3ccccc31)C1C(=O)N(c3ccncc3)C(=O)C12 (centres undefined),102.4,-5.0,-30.7,-3.7,1.4,-1.8,1.6,13.2,8.4,/,-1.8
COC(=O)c1[nH]c2cc(OC)ccc2c1NC(=O)CCN1CCSCC1,106.9,-2.2,/,-2.8,0.8,-1.3,2.2,18.6,7.1,-29.1,-2.9
Cc1nsc(Nc2ccc([N+](=O)[O-])cc2)c1C#N,91.6,-0.2,-26.0,-0.2,2.4,-0.2,5.7,-8.6,1.2,-6.6,-1.8
Cc1cc(/C=N/NC(=O)c2cccs2)c(C)n1-c1ccccc1,/,0.7,-38.6,0.2,2.3,-0.5,0.5,1.2,3.1,/,-0.1
CC1(C)Oc2ccc3ccc(=O)oc3c2/C(=C/O)C1=O,103.8,-5.5,-3.9,7.9,4.0,-1.0,-2.2,7.8,5.5,-2.4,-0.9
O=C(O)c1ccc2c(=O)n(-c3ccc(F)c(Cl)c3)c(=S)[nH]c2c1,105.5,3.1,8.5,4.9,-1.8,-3.2,3.0,1.3,16.5,-10.6,0.8
OCCC1CN(Cc2cccn2-c2ncccn2)CCN1Cc1ccc(F)cc1 (centres undefined),94.3,-4.7,-13.4,-6.7,3.6,2.0,3.6,-3.2,-10.1,341.6,2.0
COCCNc1nnnc2c1sc1nc(N3CCOCC3)c3c(c12)CC(C)(C)OC3,97.4,1.3,12.8,2.4,-1.5,-1.2,1.6,9.7,5.8,-8.7,2.3
CC(=O)Nc1ccc(S(=O)(=O)NCC(=O)OCC(=O)NC23CC4CC(CC(C4)C2)C3)cc1,105.8,0.7,8.3,9.8,4.8,-0.9,4.4,12.1,5.0,11.9,0.3
COc1ccccc1C(=O)Nc1ccnn1C1CCN(C2CCSCC2)CC1,119.0,-15.9,8.6,4.9,2.3,-1.5,1.6,-2.7,7.7,-3.2,-0.2
COc1ccc([C@@]2(C(C)C)ON(c3ccccc3C(F)(F)F)C2=O)cc1,107.1,7.9,-7.6,11.6,3.3,4.3,3.4,7.4,-24.9,17.8,0.9
CN(C(=O)COC(=O)c1ccc(=O)n(Cc2ccccc2)n1)C1CCCCC1,/,-3.4,-8.2,5.4,-1.1,-2.1,7.2,0.0,8.6,13.9,-1.2
CN1CCc2cccc3c2[C@H]1Cc1ccc(O)c(O)c1-3,113.3&96.7&98.7,-2.1&-2.1&-4.6,2.8&-0.8&9.8,5.1&-2.3&-5.1,2.9&-0.2&-2.5,5.4&5.3&5.1,4.1&1.9,16.7&10.3&10.8,-30.0&-29.5&-28.1,9.5&76.2,4.2&2.9&-1.5
Cc1cc(C#N)c(C)n1-c1cc(S(=O)(=O)N2CCOCC2)ccc1N1CCCC1,96.4,1.3,-20.0,3.1,-0.9,-2.9,1.9,4.2,15.0,-8.5,-3.7
CCCc1ccc(-c2c(C)sc(N)c2C#N)cc1,/,9.4,-29.1,-7.8,0.3,0.4,3.3,0.5,-2.1,34.9,-2.2
COC(=O)NCCOc1nc(N(C)C)nc(N(C)C)n1,88.8,-1.5,-2.5,-3.2,-0.2,-1.6,-1.1,-6.7,9.2,/,-1.8
O=C(NCCCN1CCOCC1)c1ccc(Sc2cccc(Cl)c2)c([N+](=O)[O-])c1,99.6,2.3,10.3,-5.2,0.8,-0.2,1.9,0.8,1.2,316.2,-3.2
CCc1cc(C(=O)c2ccc(Br)cc2)c(NC(=O)CN(CC)CC)s1,135.8,8.0,6.6,7.5,-1.1,-2.7,0.1,-4.2,12.9,7.2,0.3

# Look-ups from the list:
# In OPRM1-OPRD1 inv, `CN(c1ncc(C(F)(F)F)cc1Cl)N1C(=O)C2ONC3(C(=O)CC(C)(C)CC3=O)C2C1=O` (centres undefined) reads -6.5
# In E coli growth, `Cc1cc(/C=N/NC(=O)c2cccs2)c(C)n1-c1ccccc1` reads -0.1

# Later entries:
SMILES,Pemphigus Ab inh,Tat transport,PfHsp90 yeast 2,PKA-R1A activ,AddAB inh,OPRM1-OPRD1 ag,phage Ecoli inh,Arrestin-AP2 inh,OPRM1-OPRD1 inv,Mot1-301 SUMO,E coli growth
CN(C)CCNC(=O)/C(=C/c1ccc(-c2ccc(Cl)cc2Cl)o1)NC(=O)c1ccccc1,97.9,3.6,-8.7,9.8,4.8,0.0,1.5,1.6,-0.2,-6.3,-2.6
O=C(Nc1ccccc1F)Nc1cc(S(=O)(=O)N2CCOCC2)ccc1N1CCCC1,109.3,-2.1,-5.7,2.4,0.7,-2.0,1.1,12.7,9.4,-27.0,1.4
COc1cccc(-c2cc(C(=O)N3CCCc4ccccc43)no2)c1,106.9,19.3,-4.0,-1.9,0.9,3.6,1.0,1.8,-19.2,10.4,-0.1
CCOC(=O)c1nnn(CC(=O)NC(=O)Nc2ccc(F)cc2)c1C(=O)OCC,101.5,6.1,23.9,-12.9,-1.4,-1.8,0.6,8.5,9.0,-16.1,0.3
Cc1ccc(C)c(N2CCN(C(=O)c3ccc4c(=O)n5c(nc4c3)CCCCC5)CC2)c1,107.9,16.1,-45.3,-0.5,4.3,0.6,2.7,10.0,-3.2,/,-3.5
O=C(NCCc1ccccc1)c1cccc(NC(=O)C2CCCC2)c1,100.5,3.4,9.3,-4.6,/,-3.5,4.9,-3.2,16.3,/,/
Cc1cc(NC(=O)c2ccc(C)c(C)c2)no1,126.1,2.3,32.1,0.2,-3.5,-2.6,4.3,-2.6,12.8,16.1,1.3
Cc1ccc(C(C)C)cc1OCC(=O)Nc1ccc(-n2cnnn2)cc1,111.0,-3.5,/,-9.1,/,3.6,1.4,14.7,-23.6,/,/
Cc1occc1C(=O)Nc1cccc(C(=O)O)c1,99.6,6.5,1.2,-5.8,1.2,-0.9,1.0,-1.9,5.0,-12.0,-2.2
O=C(CSc1nc2nn(-c3ccccc3)c(=O)c-2c2n1CCCCC2)Nc1cccc(F)c1,98.5,11.1,-6.5,-7.7,-0.7,-0.2,4.7,-14.8,0.6,-8.4,-0.4
COc1cccc(NC(=O)CN(C)C(C)C(=O)N2CCCC2)c1 (centres undefined),102.4,-2.3,-4.0,-6.9,-0.5,-1.4,0.7,15.6,7.4,47.3,0.0
CCOc1ccc(S(=O)(=O)N2CCCCC2)cc1NC(=O)Cc1cccc(C(F)(F)F)c1,116.2,-4.4,-17.4,-5.5,0.2,0.2,-0.5,-1.9,-0.9,-4.3,0.2
Cc1ccc(NC(=O)C(C)OC(=O)c2cc(=O)[nH]c3ccccc23)cc1S(=O)(=O)N1CCOCC1 (centres undefined),104.1,-6.4,-30.8,7.2,/,-2.7,0.1,-1.1,11.1,/,/
CC1(C(=O)CSc2nc3ccccc3[nH]2)CCC(=O)O1 (centres undefined),105.9,4.0,-2.0,-6.9,1.6,-4.2,2.2,-0.4,18.5,-8.0,0.9
Cn1cnnc1SCC(=O)c1ccc2c(c1)CCCC2,102.4,-2.8,20.8,1.0,1.1,-1.4,0.9,16.9,8.0,-5.0,-0.7
O=C(N/N=C(\c1ccccc1)c1cccnc1)c1ccc(O)cc1,105.4,-0.9,11.0,-1.1,-0.8,-1.6,0.7,1.9,8.6,-8.7,2.2
COc1ccc(S(=O)(=O)N(C)C[C@H]2Oc3ccc(NS(=O)(=O)c4cn(C)cn4)cc3C(=O)N([C@H](C)CO)C[C@@H]2C)cc1,94.4,0.6,-0.4,-20.8,1.7,-0.2,2.3,73.0*,1.2,/,-3.4
O=C(O)CCc1ccc(-c2cccs2)n1NC(=O)c1ccc(O)cc1,101.2,-2.6,-2.9,15.4,0.5,-2.9,0.0,1.2,16.2,-30.7,-0.9
O=S(=O)(Nc1cccc(S(=O)(=O)N2CCCC2)c1)c1ccccc1F,106.8,3.2,-9.3,-8.0,0.7,-2.0,1.5,0.8,8.5,5.1,2.1
Cc1c2c(nc3ccccc13)OCC2,98.7,-6.6,-3.5,-3.9,/,0.5,2.6,0.2,-2.8,/,/
